# OX1R FRET antag: OX1R (human) antagonism; 1.8% of 330,000 active; O43613; OX1R-expressing cells, FRET antagonist read-out; inhibition, % at 6.6 µM; in the data active = inhibition mostly above about 38%, no sharp cut-off; inactive = mostly below about 40%;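 also: 0% = agonist challenge alone and 100% = reference antagonist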
# Target sequence (O43613 whole entry, looked up): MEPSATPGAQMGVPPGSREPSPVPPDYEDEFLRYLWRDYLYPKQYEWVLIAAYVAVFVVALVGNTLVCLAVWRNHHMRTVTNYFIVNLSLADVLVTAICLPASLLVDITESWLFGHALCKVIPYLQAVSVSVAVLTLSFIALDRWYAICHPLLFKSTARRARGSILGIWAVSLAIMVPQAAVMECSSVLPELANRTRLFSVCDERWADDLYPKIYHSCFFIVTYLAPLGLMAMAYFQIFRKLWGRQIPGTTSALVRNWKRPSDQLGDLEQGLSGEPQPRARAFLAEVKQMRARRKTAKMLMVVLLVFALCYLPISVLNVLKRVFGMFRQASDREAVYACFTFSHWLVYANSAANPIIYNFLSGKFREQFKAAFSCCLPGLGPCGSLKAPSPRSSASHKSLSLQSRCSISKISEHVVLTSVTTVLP
# STK33 inh: human STK33 kinase inhibition; Q9BYT3; purified STK33, MBP phosphorylation, ADP-Glo luminescence; inhibition, % at 10 µM; 0.073% of 320,000 active; AID 2661;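 active = inhibition at or above 25%, using the most active replicate where run in duplicate; inactive = inhibition below 25%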
# Target sequence (Q9BYT3 whole entry, looked up): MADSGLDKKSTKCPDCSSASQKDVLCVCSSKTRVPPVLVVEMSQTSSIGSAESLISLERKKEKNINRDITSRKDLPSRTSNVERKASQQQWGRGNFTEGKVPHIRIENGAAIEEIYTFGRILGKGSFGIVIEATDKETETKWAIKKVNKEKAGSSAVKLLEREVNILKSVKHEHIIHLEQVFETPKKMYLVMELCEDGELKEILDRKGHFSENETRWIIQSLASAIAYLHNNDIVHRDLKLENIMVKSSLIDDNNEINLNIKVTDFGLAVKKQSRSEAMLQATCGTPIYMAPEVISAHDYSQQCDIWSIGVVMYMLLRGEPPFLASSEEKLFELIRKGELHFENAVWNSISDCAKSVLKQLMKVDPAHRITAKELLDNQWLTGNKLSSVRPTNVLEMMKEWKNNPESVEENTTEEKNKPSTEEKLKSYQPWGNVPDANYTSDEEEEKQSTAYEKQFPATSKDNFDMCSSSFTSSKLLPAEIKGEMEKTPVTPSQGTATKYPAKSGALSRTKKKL
# An asterisk follows results filed as active; . = not tested or not shown.
OX1R FRET antag,STK33 inh,smiles
4,-1.1,CC(C)(C)OC(=O)NN=C(c1ccc(O)cc1)c1ccc(O)cc1
2,-2.2,CC1=C(C)CC(C(=O)NCc2c(F)cccc2Cl)C(C(=O)O)C1 (stereo unspecified)
40,-2.5,NS(=O)(=O)c1ccc(CCNC(=O)C2CCCN2S(=O)(=O)c2cccc3nsnc23)cc1 (stereo unspecified)
10,-1.7,O=C(CC(Nc1ccccc1Cl)C(=O)O)c1ccccc1 (stereo unspecified)
27,-0.4,COc1ccc(/C=N\NC(=O)/C(=C\Nc2nccc(C)n2)NC(=O)c2ccccc2)cc1
21,-0.4,Fc1ccc(NCc2cccnc2)cc1
15,-1.0,CCN(Cc1ccc2c(c1)OCO2)C(=O)CSc1ncnc2sccc12
18,0.1,CCN(CC)c1ccc(N/C(N)=N/c2nc(C(F)(F)F)cc(=O)[nH]2)cc1
7,-0.1,CN1CCN(C(CNC(=O)c2ccc(Br)o2)c2ccc(F)cc2)CC1 (stereo unspecified)
4,0.3,CC1CCN(C(=S)NC(=O)c2cccs2)CC1
32,-1.4,CCC(C)OC(=O)C[N+](C)(C)CCOC1CC2CCC1(C)C2(C)C (stereo unspecified)
29,0.2,CCC(O)CNC(=O)CCc1nnc(C2(c3ccc(Cl)cc3)CCC2)o1 (stereo unspecified)
9,-0.6,CCn1c(C)c(C)c2cc(C(=O)NCCCN3CCN(C)CC3)ccc21
23,-1.6,Cc1cc(NC(=O)Cc2c(F)cccc2Cl)no1
18,8.5,Cn1nnnc1SCCNCc1ccccc1OCc1ccccc1Cl
2,-0.4,Cc1cc(C)c(C(=O)O)c(Cl)n1
16,-0.1,Oc1cccc(C=NCc2ccccc2)c1
11,-3.1,CN(Cc1ccccn1)Cc1cn(Cc2ccccc2)nc1-c1ccc2c(c1)OCO2
19,-0.7,CC(C)c1ccc(CCNC(=O)CSC(=S)N2CCCC2)cc1
4,-0.6,Cc1cc(C)n2nc(SCC(=O)NC(=O)c3ccc(OC(F)F)cc3)nc2n1
3,-1.1,O=C(Nc1cccc(S(=O)(=O)NC2=NCCC2)c1)c1ccc(F)cc1
11,-1.3,Cc1csc(SC(C)C(=O)Nc2ccc3c(c2)OCCO3)n1 (stereo unspecified)
11,-0.4,CCCCn1c(=O)[nH]c(=O)c2c1nc(-c1ccc(C(F)(F)F)cc1)n2C
2,-11,CCN1C(=O)CC(NNC(=O)c2ccccc2)C1=O (stereo unspecified)
8,-0.4,O=C1CCCN1CCCNC(=S)Nc1ccccc1Cl
23,-1.8,O=c1cc(Cl)c(-c2ccccc2)n[nH]1
11,0.3,CC(=O)c1c(N2CCN(c3ccc(F)cc3)CC2)nc(=S)n(-c2ccccc2)c1C
24,0.0,O=C(Nc1cccc(C(F)(F)F)c1)Nc1ccc(N2CCCC2)c(S(=O)(=O)Nc2ccccc2Cl)c1
1,-0.6,CC(=O)OCn1nnc2ccccc2c1=O
2,-0.6,O=C(CN1C(=O)NC2(CCCCCC2)C1=O)c1cccs1
12,2.0,Cc1nc2ccccc2n1C1CCN(C(=O)Nc2ccccc2)CC1
46,-0.6,CC(C)(C)C(=O)Cn1c(=N)n(Cc2ccccc2)c2ccccc21
59,-0.6,O=C(N/N=C/C(Cl)=C/c1ccccc1)c1cnccn1
9,1.8,O=c1cc(CN2CCN(c3ccc(F)cc3)CC2)nc2sccn12
20,-2.4,Cc1cc(C)c(NC(=O)C2CCCN2C(=O)NC2CCCCC2)c(C)c1 (stereo unspecified)
1,-0.7,COc1ccc(S(=O)(=O)NCCC(C)C)cc1C
7,-1.7,Cn1c(SCC(=O)Nc2nccs2)nnc1-c1ccco1
33,0.3,CC1C(=O)NN=C1C(=O)N/N=C\c1ccc(O)cc1O (stereo unspecified)
29,-0.4,FC(F)(F)c1cnc(NNC(=S)Nc2ccc(Cl)cc2)c(Cl)c1
13,1.5,COc1ccc(-c2nc3c(c(SCC(=O)N4CCOCC4)n2)Cc2c(CO)cnc(C)c2O3)cc1
7,13,Cc1cc(Cl)c2oc(C(=O)NCC(C)(C)N3CCOCC3)c(C)c2c1
19,-1.7,CCN1CCN(C(=O)/C=C/c2ccccc2[N+](=O)[O-])CC1
13,1.0,O=C(NC1=NCCS1)c1cc(-c2ccc(F)cc2)nc2ccccc12
35,-1.9,CCCCc1ccc(NC(=O)NCc2cccnc2)cc1
6,-1.1,Cc1c(NC(=O)Cn2[nH]c(=O)c3ccccc3c2=O)c(=O)n(-c2ccccc2)n1C
21,0.3,CC(C)CC(C(=O)O)N(Cc1ccccc1)Cc1ccccc1 (stereo unspecified)
0,-1.1,NC(=O)c1ccnc2c(O)cccc12
11,-1.5,COc1ccc(S(=O)(=O)N2CCCCCC2)cc1NC(=O)c1ccccc1
9,2.7,COc1ccc(-c2noc(-c3ccc(C)cc3)n2)cc1
18,1.6,CCCCNC(=S)N=Nc1c(O)[nH]c2ccccc12

# Some of these compounds in order of length of the SMILES, lowest first.
OX1R FRET antag,STK33 inh,smiles
18,1.6,CCCCNC(=S)N=Nc1c(O)[nH]c2ccccc12
13,1.0,O=C(NC1=NCCS1)c1cc(-c2ccc(F)cc2)nc2ccccc12
6,-1.1,Cc1c(NC(=O)Cn2[nH]c(=O)c3ccccc3c2=O)c(=O)n(-c2ccccc2)n1C

# The results go on.
OX1R FRET antag,STK33 inh,smiles
36,-0.7,O=C(CCC1CCCC1)c1c(O)c2ccccc2oc1=O
10,1.5,CCOc1ccc(S(=O)(=O)NC(C)C(=O)NCc2ccc3c(c2)OCO3)cc1 (stereo unspecified)
23,0.3,COc1ccc(/C(C)=N/Nc2cccc(C(=O)O)c2)cc1OC
14,0.5,NNC(=O)c1sccc1OCc1ccc(Cl)cc1Cl
11,-1.9,COC(=O)c1ccccc1NC(=O)Cn1nnc(-c2ccc(OC)cc2)n1
13,-0.7,COc1ccc(C(=O)COC(=O)c2ccccn2)cc1OC
11,-0.6,C=CCn1cnc2c(nnn2-c2ccc(C)c(C)c2)c1=O
0,-1.3,CCCOc1ccc(C(=O)c2ccccc2C(=O)O)cc1OCCC
9,-0.7,CCOc1ccc(NC(=O)CN(C)C(=O)c2cn3ccccc3n2)cc1OCC
7,-1.8,O=C1c2ccccc2C(=O)N1CCCCCCc1ccccc1
1,-0.9,COc1ccc(CC(=O)Nc2nc(-c3ccc(OC)c(OC)c3)cs2)cc1OC
1,-0.6,Cc1cccc2nc3ccccc3nc12
.,-0.4,COc1ccc(-c2nc3c(s2)CN(S(C)(=O)=O)CC3)cc1OC
24,1.0,c1ccc(Nc2scc(-c3ccccc3)[n+]2Cc2ccco2)cc1
9,.,CCCN=C1N(CC)C[C@@H]2[C@@H]3C(=O)N(Cc4ccccc4)C(=O)[C@@H]3[C@](C)(C(=O)OC)N12
15,-0.6,CCOC(=O)C1=C(c2ccccc2)NC(=O)NC1c1cc(Cl)c(O)c(OC)c1 (stereo unspecified)
8,-0.4,O=C(COC(=O)CCS(=O)(=O)c1ccccc1)Nc1ccccc1
8,0.4,O=C(CC1SC(=Nc2ccc(OC(F)F)cc2)N(CCN2CCOCC2)C1=O)Nc1ccc(F)cc1F (stereo unspecified)
0,3.5,CCCCC(CC(O)COCCC)C(=O)NN (stereo unspecified)
16,-2.0,CCc1ccccc1NS(=O)(=O)c1ccc2[nH]cc(C(=O)NCC3CCCO3)c(=O)c2c1 (stereo unspecified)
6,0.1,Clc1ccc(CSc2nnc([C@@H]3CCCN3)o2)cc1Cl
13,-1.6,Cc1ccc(S(=O)(=O)NC(=O)NC(=O)N(C)S(=O)(=O)c2ccc(C)cc2)cc1
15,0.0,O=C(CSc1ncnc2sc3c(c12)CCCCC3)NCc1ccco1
24,-0.2,Cn1c(=O)nc2n(Cc3ccccc3)c3cccc(Cl)c3cc-2c1=O
15,0.1,Cc1cc(C)cc(NC(=O)c2cccc(C(=O)Nc3cc(C)cc(C)c3)n2)c1
8,-0.5,CCC1CCCCN1C(=O)CSc1nnc(-c2ccc(Cl)cc2)o1 (stereo unspecified)
-1,-1.1,COc1ccc(N(CC(O)Cn2c3ccccc3c3ccccc32)S(=O)(=O)c2ccccc2)cc1 (stereo unspecified)
5,0.1,CN(C(=O)COC(=O)Cc1c[nH]c2ccccc12)c1c(N)n(Cc2ccccc2)c(=O)[nH]c1=O
-17,0.1,COc1cc2c(cc1OC)C(c1ccccc1)NCC2 (stereo unspecified)
6,-1.4,Cc1cnc(C(=O)OCC(=O)C23CC4CC(CC(C4)C2)C3)cn1
-2,0.3,CCC(C)[C@H](NC(=O)NCC1CCCO1)C(=O)OC (stereo partly specified)
15,-0.1,Cc1ccc(NC(=O)Cn2cnc3ccccc32)cc1C
15,-0.3,COc1ccc(CS(=O)(=O)c2nc(C)cc(C)c2S(C)(=O)=O)cc1
5,0.1,CCn1cnc2sc(C(=O)N3CCN(c4ccc(OC)cc4)CC3)c(C)c2c1=O
12,0.5,C#CCOCCOCCOCCNc1nc(N2CCN(C(=O)[C@H](CCCCN)n3cc([C@@H](N)[C@H](C)CC)nn3)CC2)nc(N2CCN(C(=O)[C@H](CCC(=O)O)n3cc([C@@H](N)CCCCN)nn3)CC2)n1
21,-1.0,CN(Cc1n[nH]c(=S)n1C)S(=O)(=O)c1ccccc1
0,.,CCCCCCCC(=O)C(C)C(=O)N(C)[C@H](Cc1ccc(OC)cc1)C(=O)N(C)[C@H](C(N)=O)C(C)C (stereo partly specified)
38,-0.4,Cc1nn(-c2ccccc2)c(Cl)c1/C=N/NC(=O)c1ccccc1NS(=O)(=O)c1cccs1
10,-4.0,COc1cc2c3c(c1OC)C1(C=CC(=O)C=C1)CC3N(C(=O)CCC(=O)O)CC2 (stereo unspecified)
5,-1.5,CCC1CCCCN1Cc1ccc(CNS(=O)(=O)c2ccc3c(c2)oc(=O)n3C)o1 (stereo unspecified)
10,-0.3,O=C(c1cccc(S(=O)(=O)N2CCOCC2)c1)N1CCN(c2ccccc2)CC1
37,1.1,Cc1ccc(/C=N/Nc2ccc(C(=O)O)cc2)o1
37,1.0,O=c1c2ccccc2nc(SCc2cn3ccsc3n2)n1-c1ccccc1F
-7,.,CCCN(CCC)Cc1c(C(=O)OCC)nnn1-c1nonc1N
1,-0.3,CC(=O)c1cccc(NC(=O)C2CCN(S(=O)(=O)c3ccc(F)cc3)CC2)c1
0,0.3,O=c1[nH]c(C2CCCN(S(=O)(=O)c3ccccc3)C2)nc2c1nnn2Cc1cccc(Cl)c1 (stereo unspecified)
7,0.7,CCOC(=O)NCc1ccc(S(=O)(=O)Nc2c(C)cccc2C)cc1
22,-1.4,CC(=N/O)/C(=N\O)c1ccc(C)o1
9,0.8,N#Cc1nc(N)nc(N(c2ccccc2)c2ccccc2)n1
13,0.3,COc1ccc(C2CC(c3cccs3)n3nc(N)nc3N2)cc1 (stereo unspecified)

# In the list so far, 9 contain a COOH group.
OX1R FRET antag,STK33 inh,smiles
2,-2.2,CC1=C(C)CC(C(=O)NCc2c(F)cccc2Cl)C(C(=O)O)C1 (stereo unspecified)
10,-1.7,O=C(CC(Nc1ccccc1Cl)C(=O)O)c1ccccc1 (stereo unspecified)
2,-0.4,Cc1cc(C)c(C(=O)O)c(Cl)n1
21,0.3,CC(C)CC(C(=O)O)N(Cc1ccccc1)Cc1ccccc1 (stereo unspecified)
23,0.3,COc1ccc(/C(C)=N/Nc2cccc(C(=O)O)c2)cc1OC
0,-1.3,CCCOc1ccc(C(=O)c2ccccc2C(=O)O)cc1OCCC
12,0.5,C#CCOCCOCCOCCNc1nc(N2CCN(C(=O)[C@H](CCCCN)n3cc([C@@H](N)[C@H](C)CC)nn3)CC2)nc(N2CCN(C(=O)[C@H](CCC(=O)O)n3cc([C@@H](N)CCCCN)nn3)CC2)n1
10,-4.0,COc1cc2c3c(c1OC)C1(C=CC(=O)C=C1)CC3N(C(=O)CCC(=O)O)CC2 (stereo unspecified)
37,1.1,Cc1ccc(/C=N/Nc2ccc(C(=O)O)cc2)o1

# (continued)
OX1R FRET antag,STK33 inh,smiles
13,-1.5,C#CCNC(=O)C1=C[C@H](c2coc3ccccc3c2=O)[C@@H](CCCO)[C@H](OCC)O1
20,-1.7,Cc1ccc(NC(=O)c2sc(N)nc2-c2ccc([N+](=O)[O-])cc2)c(C)c1
16,-2.9,Cc1ccnc(NS(=O)(=O)c2ccc(-n3cccn3)cc2)c1
14,0.1,Cc1ccccc1S(=O)(=O)Cc1ccc(C(=O)N2CCN(c3ccccc3F)CC2)o1
31,6.3,O=C(N/N=C/c1ccco1)c1cccc([N+](=O)[O-])c1
41,-0.2,C/C(=N\Nc1cccc(C(=O)O)c1)c1ccc2c(c1)Nc1ccccc1S2
4,-0.4,O=C(O)C1CCC(N2C(=O)C3CCCCC3C2=O)CC1 (stereo unspecified)
4,-1.5,COC(=O)c1ccc(NC(=O)Cc2ccc(C)cc2)cc1
6,-0.7,O=C(Nc1nc(-c2cccnc2)cs1)c1cccc([N+](=O)[O-])c1
3,-0.7,CCc1cc(CNC(=O)C2CCC(=O)N(CCc3ccc(OC)cc3)C2)on1 (stereo unspecified)
23,2.4,CC(C)(C)c1ccc(-c2nnc(N)s2)cc1
29,-1.1,COc1ccc2nc(NC(=O)[C@@H]3CCCN3C(=O)c3cccs3)sc2c1
3,-0.4,COc1ccc(N(CC(=O)N/N=C/c2cc3ccc(OC)cc3nc2Cl)S(=O)(=O)c2ccccc2)cc1
16,-0.6,COc1ccc(N2C(=O)C3C(C2=O)C(C(=O)c2ccccc2)N2CCCC32)cc1 (stereo unspecified)
6,-0.9,COCCCN1CC(=O)N2Cc3[nH]c4ccccc4c3C[C@H]2C1=O

# Assay outcomes from PubChem BioAssay.

# No enrichment for hits. Share with any hit: about 1.8%.
